Screening results (PubChem)
ERAP1 HTS inh: inhibitors of human ERAP1 aminopeptidase | actives 0.15% (n = 340,000) | inhibition, % at 10.7 µM | recombinant ERAP1, Leu-AMC fluorescence, 60 min | AID 652197 | Q9NZ08;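 active = mean replicate inhibition of at least 30%, or all replicates individually reaching that 30% level; inactive = mean below 30% and not every replicate reaching it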;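 note: 0% = neutral control wells and 100% = L-leucinethiol positive control wells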
Cneo AK release: Cryptococcus neoformans lysis via adenylate kinase release. lysis activity, % at 15 µM. AID 651654. actives 0.2% (n = 360,000). C. neoformans lysis, adenylate kinase release luminescence, 4 h; normalised: neutral wells 0, clomiphene wells 100;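 active = mean lysis activity across replicates of at least 80%, whatever share of replicates individually reach that level; inactive = mean lysis activity below 80%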
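Material – log-phase Cryptococcus neoformans yeast cells · Input – 5 × 10^6 yeast cells/mL · Medium – fresh YPD growth medium · Doses – single compound concentration per well · Timing – static 4 h at 37 °C with compound, 1 h detection · Detection – adenylate kinase release luminescence · Read-out – signal increase indicating cell lysis · Control set – Clomiphene as positive lysis control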
RAD54 inh: inhibitors of human RAD54 branch migration; Q92698; RAD54 Holliday junction branch migration, FAM/BHQ fluorescence; inhibition, % at 10.4 µM; actives 0.14% (n = 360,000); AID 602329;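 active = mean normalized replicate activity at least 40 and at least half of replicates scoring 40 or more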;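 note: 0% = median of neutral control wells and 100% = median of positive control wells; inhibitors cause a drop in the FAM fluorescence signal; in these data hits start at about 50%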
Target sequence (Q92698 whole entry, looked up): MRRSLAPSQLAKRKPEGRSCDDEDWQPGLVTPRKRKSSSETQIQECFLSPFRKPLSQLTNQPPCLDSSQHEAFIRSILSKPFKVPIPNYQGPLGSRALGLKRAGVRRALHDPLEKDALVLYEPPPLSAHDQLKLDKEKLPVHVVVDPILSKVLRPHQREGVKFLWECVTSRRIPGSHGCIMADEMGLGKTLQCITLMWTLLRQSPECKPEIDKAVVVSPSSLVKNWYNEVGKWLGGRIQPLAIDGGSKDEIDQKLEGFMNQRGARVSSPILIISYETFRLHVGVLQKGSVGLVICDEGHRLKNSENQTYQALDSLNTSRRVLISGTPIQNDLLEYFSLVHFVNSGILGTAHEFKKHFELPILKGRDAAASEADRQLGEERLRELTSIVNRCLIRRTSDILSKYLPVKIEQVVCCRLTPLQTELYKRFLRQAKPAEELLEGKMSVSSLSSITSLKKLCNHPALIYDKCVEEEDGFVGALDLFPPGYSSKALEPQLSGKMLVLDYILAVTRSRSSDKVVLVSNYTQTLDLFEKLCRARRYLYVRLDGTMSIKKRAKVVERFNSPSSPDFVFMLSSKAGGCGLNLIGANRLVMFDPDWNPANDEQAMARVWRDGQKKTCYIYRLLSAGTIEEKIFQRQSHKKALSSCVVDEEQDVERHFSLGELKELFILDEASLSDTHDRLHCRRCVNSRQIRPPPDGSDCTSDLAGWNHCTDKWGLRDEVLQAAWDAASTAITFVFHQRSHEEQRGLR
miR122 inh: miR-122 inhibition in Huh7 cells; Huh7 miR-122 Renilla luciferase sensor, 48 h; neutral wells = 0, positive control = 100; activation (reporter increase), % at 12.5 µM; actives 0.3% (n = 340,000); AID 602342;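 active = mean replicate activation score at least 90 and every replicate individually at or above 90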;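 note: higher luciferase means less miR-122 activity so hits act as miR-122 inhibitors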
E-sel inducer: induces E-selectin expression in human endothelial cells; P16581; HUVEC E-selectin immunofluorescence imaging; normalized: neutral wells 0, TNF-alpha wells 100; activation, % at 7.58 µM; actives 0.37% (n = 260,000);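 active = mean E-selectin-positive cell signal at least 10% of the positive control, reached in at least 60% of replicates, without over 20% cell loss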;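 note: in these data hits start at about 27%; measured in HUVEC primary endothelial cells; signal is the percent of cells scored E-selectin positive by PE staining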
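Assay system: HUVEC, human umbilical vein endothelial cells / Amount: 3,000 HUVEC/well / Controls: TNF-alpha positive control, DMSO neutral control / Compound dosing: single concentration / Medium: EGM-2 over gelatin coat / Evaluation: percent E-selectin-positive cells / Signal: immunofluorescence imaging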
PGC1a acetyl inh: PGC1a acetylation modulation, inhibitor mode | AID 651687 | actives 0.17% (n = 350,000) | U2OS PGC1a acetylation, AlphaScreen anti-acetyl-lysine; with virally co-expressed GCN5 acetyltransferase | inhibition, % at 15.6 µM;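 active = every replicate shows inhibition of at least 40%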;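 note: 0% = neutral control wells and 100% = positive control wells; some results beyond the cut were filed as inactive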
PglD inh: blocks C. jejuni PglD acetyltransferase activity | purified PglD enzyme, DTNB colorimetric CoA detection | inhibition, % at 12.5 µM | actives 0.098% (n = 360,000) | AID 602405; in the data active = inhibition above about 16%, passing the limit was not always enough; note: strong numbers were not always called active
RAD52 anneal inh: inhibitors of human RAD52 DNA annealing | recombinant RAD52 DNA annealing, FRET fluorescence | inhibition, % at 18.7 µM | actives 0.46% (n = 360,000) | AID 651710;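 active = every replicate showing at least 50% inhibition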
Starred values were filed as active, the others as inactive; · = no result given; & = joins results of further samples; [ ] = another dose, or the depositor's remark.

SMILES	ERAP1 HTS inh	Cneo AK release	RAD54 inh	miR122 inh	E-sel inducer	PGC1a acetyl inh	PglD inh	RAD52 anneal inh
CC(C(=O)Nc1ccc(O)c(C(=O)O)c1)N1C(=O)/C(=C/c2cccs2)SC1=S (stereo not drawn)	16	15	15	·	·	8	-2	-22
Cc1noc(C)c1NC(=O)N(C)C[C@H]1OCCCC[C@H](C)Oc2ccc(NS(C)(=O)=O)cc2C(=O)N([C@@H](C)CO)C[C@H]1C	·	49	6	29[16.7 µM]	3.8	7	-1	·
O=c1cc(O)nc(SCc2ccccc2)n1-c1ccc(Cl)cc1	18	-2	3	-6	0.2	6	2	-18
CC(C)c1cccc(-c2csc(C(O)c3ccccc3)n2)c1 (stereo not drawn)	1	2	-6	7	-1.2	-9	7	0
COc1cccc(NC(=O)c2cc3ccccc3o/c2=N\O)c1	4	-6	-6	·	·	·	-3	-12
O=C(Nc1ccc(Cl)c(S(=O)(=O)N2CCOCC2)c1)c1cccs1	1	0	-19	-14	-0.2	·	2	-9
COc1cccc(NC(=O)C[C@H]2CC[C@@H]3[C@@H](COc4ccc(NC(=O)C5CCOCC5)cc4C(=O)N3C)O2)c1	-3	1	1	-18[16.7 µM]	0.1	-4	-4	15
O=C(CN1C(=O)NC2(CCCC2)C1=O)OCCOc1cccc(Cl)c1	1	1	-2	-8	·	-11	0	4
C[C@@H]1CN([C@H](C)CO)C(=O)Cc2cc(NC(=O)Nc3cccc4ccccc34)ccc2O[C@H]1CN(C)C(=O)Nc1ccc(F)cc1	-1	3	5	-1[16.7 µM]	-1.8	-4	0	6
CC1=C(C(=O)Nc2ccccc2C(=O)N2CCC(C)CC2)SCCO1	2	-1	-9	·	·	·	0	-10
CC(NO)/C(=N\O)c1cccs1 (stereo not drawn)	-3	1	-6	·	·	-1	4	-4
O=C(Cc1cnn(-c2ccccc2)c1)c1ccc(O)c(O)c1O	·	-1	-6	-2	·	0	·	·
O=C(Cn1c(NCCO)nc2ccccc21)NCC(F)(F)F	·	4	5	0	-0.8	5	-1	-16
O=C(O)c1cc(C(=O)O)cc(N2C(=O)CSC2=S)c1	-1	0	0	-10	·	-6	-7	-103
C[C@H](CO)N1C[C@H](C)[C@H](CN(C)C(=O)Nc2ccc(-c3cccs3)cc2)OCc2cnnn2CCCC1=O	15&1	3&-3	-13&3	-11	1.9&-0.2	-4&0	-1&-4	-1&6
C[C@@H]1CCCCO[C@@H](CN(C)C(=O)CCCN(C)C)[C@@H](C)CN([C@H](C)CO)C(=O)c2cc(NC(=O)NC3CCCCC3)ccc2O1	-5	8	6	3[16.7 µM]	0.4	3	4	11
COC(=O)/C=c1/sc2n(c1=O)CCN=2	·	2	-4	0	·	-1	5	·
CCOc1ccc(S(=O)(=O)NCCC(=O)NCC(c2ccco2)N2CCCCC2)cc1 (stereo not drawn)	3	1	4	-9	3.8	2	1	-4
O=C(NCc1ccncc1)C(=O)NCc1ccncc1	1	19	0	6	1.2	·	5	-4
O=C(C[C@@H]1C=C[C@@H](NC(=O)C2CC2)[C@H](CO)O1)NCCCN1CCOCC1	1	6	-1	·	-0.1	3	3	6
COc1ccc(CNS(=O)(=O)NCc2ccc(C)cc2)cc1OC	-1	-2	0	-6	·	13	-2	-9
CC(=O)NC(c1ccc2ccccc2c1)c1ccc2cccnc2c1O (stereo not drawn)	-2	0	9	·	0.4	·	2	-6
COC(=O)/C(C#N)=C\c1c(OC)[nH]c2ccccc12	1	-5	-3	·	·	-16	-5	-10
O=C(c1cccnc1)N1C[C@H]2[C@@H](c3ccccc31)[C@H](CO)N2C(=O)Nc1ccccc1	0	-4	6	-33[16.7 µM]	0.2	0	1	-7
C[C@@H]1CN([C@H](C)CO)C(=O)c2cc(NS(C)(=O)=O)ccc2O[C@@H](C)CCCCO[C@@H]1CN(C)C(=O)c1ccncc1	0	1	19	-1[16.7 µM]	0.0	10	-4	-2

Further records.
SMILES	ERAP1 HTS inh	Cneo AK release	RAD54 inh	miR122 inh	E-sel inducer	PGC1a acetyl inh	PglD inh	RAD52 anneal inh
Cc1cc(OCCCCNC(C)C)cc(C(C)C)c1	·	-3	11	-4	·	-12	1	·
Cc1ccccc1NC(=O)c1ccc(CN2CCc3ccccc3C2)cc1	·	0	3	-20	·	0	3	·
Cc1cc(C(=O)CSc2n[nH]c(N)n2)c(C)n1-c1cccc(F)c1	-1	1	-8	29	·	0	-3	-3
COc1ccc(-c2ncccc2O)cc1	·	-1	-7	7	·	-4	-6	·
Cc1cc(OCC(=O)N2CCC(C(=O)O)CC2)c2c(C)cc(=O)oc2c1	3	1	-6	-4	·	6	1	5
CC1(NC(=S)Nc2ccc(NC(=S)NC3(C)CCS(=O)(=O)C3)cc2)CCS(=O)(=O)C1 (stereo not drawn)	4	2	-14	-4	0.3	6	2	-5
Cc1cc(C)nc(/N=C2\NC(=O)CC(C(=O)O)N2c2ccc(Cl)cc2)n1 (stereo not drawn)	2	0	-1	12	0.1	1	1	-45
Cc1ccc(S(=O)(=O)N(C)C)cc1NC(=O)C(C)OC(=O)c1cc[n+]([O-])cc1 (stereo not drawn)	0	0	2	·	·	·	0	-1
COc1ccccc1NC(=O)CN(c1ccccc1)S(=O)(=O)c1ccccc1	-3	2	-9	0	·	0	0	8
COc1ccc(CCNc2c([N+](=O)[O-])c(=O)oc3ccccc23)cc1OC	·	1	-13	-5	·	7	-6	·
COc1ccc(CC(=O)N2CCC(C)(C(=O)NS(=O)(=O)C3CC3)C2)cc1OC (stereo not drawn)	3	-1	-6	·	·	6	2	-7
Fc1ccc(-c2cnc[nH]2)cc1	·	-2	2	-1	·	10	-2	·
NC(=O)C1CCCN(C(=O)CCCNC(=O)c2ccc(Cl)cc2)C1 (stereo not drawn)	3	-1	-3	-4	·	-4	-9	5
C[C@H]1CN([C@@H](C)CO)C(=O)c2cc(/C=C/c3ccccc3)cnc2O[C@@H]1CN(C)C(=O)c1cccc(F)c1	4	2	12	13[16.7 µM]	4.1	-5	0	11
COc1cc2[nH]c(=S)n(C3CCCC3)c(=O)c2cc1OC	·	2	4	9	·	-27	2	·
COc1ccc2c3c([nH]c2c1)[C@H](CO)N(C(=O)Nc1ccc(F)cc1)CC31CN(C(=O)Nc2ccccc2)C1	0	·	·	·	-0.4	-6	·	19
CC1(C(=O)NS(=O)(=O)C2CC2)CCN(C(=O)c2cc(F)cc(F)c2)C1 (stereo not drawn)	-1	0	-8	-1	-0.1	·	0	-18
CCc1cc(=O)oc2cc(C)cc(OCC(=O)NC3CCN(Cc4ccccc4)CC3)c12	0	1	11	-2	-0.3	-2	2	-46
CC[C@@]1(C(=O)OC)N[C@H](CN(C)S(=O)(=O)c2ccccc2)[C@@H]2C(=O)N(Cc3ccccc3)C(=O)[C@@H]21	1	0	9	·	·	·	3	2
COc1ccc(CCN(C)S(=O)(=O)c2ccc(Cl)nc2)cc1OC	0	1	-6	-6	·	-14	-5	-13
O=C(Nc1nccs1)c1ccc[nH]c1=O	1	-1	-2	1	·	26	-2	-20
CCCn1c(SCC(=O)N2CCc3ccccc32)n[nH]c1=O	-1	3	3	1	-0.3	-3	2	-2
Cc1ccccc1S(=O)(=O)N1[C@@H](c2ccc(F)cc2)C(C(=O)O)=CC[C@H]1c1ccc(Cl)cc1	5	0	13	5	·	-3	-1	-20
C=CCN(C(=O)CCS(=O)(=O)c1cccc2nsnc12)c1ccccc1	0	0	-2	1	·	-4	2	-17
Cc1ccc(S(=O)(=O)N2[C@@H]3CNC[C@H]2C3c2ccc(-c3cccnc3)cc2)cc1 (stereo partly drawn)	1&1	·	·	·	-0.2&0.1	2	·	2&13

Continued; the last 2 above are carried over.
SMILES	ERAP1 HTS inh	Cneo AK release	RAD54 inh	miR122 inh	E-sel inducer	PGC1a acetyl inh	PglD inh	RAD52 anneal inh
C=CCN(C(=O)CCS(=O)(=O)c1cccc2nsnc12)c1ccccc1	0	0	-2	1	·	-4	2	-17
Cc1ccc(S(=O)(=O)N2[C@@H]3CNC[C@H]2C3c2ccc(-c3cccnc3)cc2)cc1 (stereo partly drawn)	1&1	·	·	·	-0.2&0.1	2	·	2&13
Cc1ccc(SCC(=O)NN=C2CCN(C)CC2)cc1	0	·	·	0	·	10	·	-6
O=C(Nc1cccc(S(=O)(=O)NC2=NCCCCC2)c1)c1cccnc1Cl	-3	-2	-1	1	·	-6	3	-10
Cc1ccc(C)c(N2CCN(S(=O)(=O)c3c(C)noc3/C=C/N(C)C)CC2)c1	·	-1	-5	1	·	-4	4	·
Cc1ccc(S(=O)(=O)Nc2ccc3c(c2)CC(=O)N([C@H](C)CO)C[C@H](C)[C@H](CN(C)Cc2ccccc2)O3)cc1	-16	0	1	1[16.7 µM]	0.1	-4	0	-3
O=C(COC(=O)C1CC2CCCC(C1)C2=O)NNC(=O)c1ccc([N+](=O)[O-])cc1 (stereo not drawn)	-2	0	3	-3	0.1	4	-2	0
CC(/C=N/n1c(-c2n[nH]c3c2CCC3)n[nH]c1=S)=C\c1ccco1	8	-6	-9	-3	2.0	5	-2	-13
O=C(CN1C(=O)c2cccc3cccc1c23)NC1CCCC1	-1	-4	-24	·	·	·	7	-12
O=S(=O)(c1ccc(NC(=S)NCc2ccncc2)cc1)N1CCCCC1	-3	·	·	44	-0.2	11	·	-34
COCC(=O)n1cc(C(=O)OC)c2ccccc21	·	4	-1	-4	·	18	1	·
N#CCCN1CCCc2cc(N=Nc3ccc(C(F)(F)F)cc3)ccc21	0	-4	-1	-1	·	7	-6	-4
Cc1ccc(S(=O)(=O)/N=C2\C=C(NS(=O)(=O)c3ccc(C)cc3)C(=O)c3ccccc32)cc1	5	-1	-11	36	-0.2	·	-4	-28
Cc1ccc(CNC(=O)c2ccc(NC(=O)C3=CSCCO3)cc2)cc1	6	14	8	2	·	5	-2	-15
C[C@H]1CN([C@@H](C)CO)C(=O)c2cccc(NC(=O)c3ccc(-c4nccs4)cc3)c2O[C@H]1CN(C)C(=O)Nc1ccc(F)cc1	-2	-10	2	6[16.7 µM]	14	-3	1	-5
COc1ccc(/C=C2\CCc3ccccc3C2=O)cc1Cn1nc(C)cc1C	·	-2	7	20	·	3	4	·
CN(C(=O)c1ccc(NC(=O)Cc2ccc(NC(=O)C3CCN(C(=O)C4CCC4)CC3)cc2)cc1)C1CCCC1	-2	0	10	-4	-0.1	-1	0	-1
COc1cccc(CNc2nc3cc(-c4ccc(C(=O)N5CCN(C)CC5)cc4)sc3c(=O)n2C)c1	-1	3	18	-6	0.1	·	1	20
O=C(Nc1nccs1)c1cccnc1	-2	-1	-8	-3	0.4	·	-4	-20
C[C@H]1CN([C@@H](C)CO)C(=O)c2cc(C#CC3CC3)cnc2O[C@H]1CN(C)C(=O)Cc1ccccn1	3	-10	2	-4[16.7 µM]	0.0	-4	-2	-10
Cc1ccc(-c2cc(=O)c3cc(C)ccc3[nH]2)cc1	-2	-5	-17	8	-0.2	·	4	-8
O=C(NCCSCc1ccccc1)c1cc(S(=O)(=O)N2CCOCC2)ccc1F	·	-1	-2	9	·	5	-1	·
O=S(=O)(Nc1ccc(N2CCCCC2)cc1)c1cccs1	·	-2	5	·	·	-3	1	·

Arranged by length of the SMILES (falling): 3 of the compounds above
SMILES	ERAP1 HTS inh	Cneo AK release	RAD54 inh	miR122 inh	E-sel inducer	PGC1a acetyl inh	PglD inh	RAD52 anneal inh
Cc1ccc(S(=O)(=O)/N=C2\C=C(NS(=O)(=O)c3ccc(C)cc3)C(=O)c3ccccc32)cc1	5	-1	-11	36	-0.2	·	-4	-28
Cc1ccc(-c2cc(=O)c3cc(C)ccc3[nH]2)cc1	-2	-5	-17	8	-0.2	·	4	-8
COCC(=O)n1cc(C(=O)OC)c2ccccc21	·	4	-1	-4	·	18	1	·
